Compound activity from PubChem BioAssay.
Platelet DG rel = inhibitors of platelet dense granule secretion, primary screen, cell-based, MLPCN, human platelets; 300,000 compounds, 0.22% hits; inhibition, %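 (compounds screened at 7.5 µM in platelet-rich plasma)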; human platelet-rich plasma, SFLLRN dense granule ATP release, luminescence;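 active = mean replicate score, as percent of positive control, at or above 50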
HIF activator = HIF pathway transcriptional activators, primary screen, cell-based, U2OS HRE-luciferase, luminescence | 300,000 compounds, 0.32% hits | AID 1910, 2009 | activation, % at 7.5 µM (by protocol) | U2OS HRE-luciferase reporter; normalized: DMSO 0%, desferrioxamine 100%;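 active = mean activation of at least 10% of the iron chelator positive control signal, with at least half of replicates also reaching 10%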
HSP90 refold inh = HSP90 inhibitors, primary screen, cell lysate, luminescence; Heat shock protein HSP 90 (rabbit reticulocyte lysate; luciferase refolding); Rabbit reticulocyte lysate, luciferase refolding luminescence, 3 h; inhibition, % at 5.6 µM; 290,000 compounds, 0.91% hits;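 active = inhibition above the screen-wide mean plus 3 SD, computed separately per campaign, cut at about 16% in these data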;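 note: 0% = DMSO wells and 100% = 60 µM geldanamycin wells; inhibitors lower the luminescence because luciferase stays unfolded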
HSF-1 act = HSF-1 activators, primary screen, NIH3T3-HGL cells, MG132 stress, luminescence, single point; activation, % at 9 µM; NIH3T3-HGL HSF-1 luciferase reporter, 8 h; 100% = twice DMSO control signal; 300,000 compounds, 1.7% hits;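 active = mean replicate activation of at least 50% with a set share of replicates each reaching 50%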;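 note: 0% = median of the neutral control wells and 100% = twice that signal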
SKKanGAS inh = S. pyogenes SKKanGAS growth inhibitors in kanamycin, primary screen, streptokinase expression inhibitor project, SKKanGAS strain, BacTiter-Glo luminescence; AID 1662, 2009; 300,000 compounds, 1.3% hits; 6 h; inhibition, % at 7.5 µM;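 active = mean replicate score, as percent of positive control median, at least 50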;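 note: strain carries kanamycin resistance gene driven by streptokinase promoter and grows in 40 µg/ml kanamycin; loss of luminescence reflects streptokinase promoter inhibition or plain growth inhibition; 0% = median of DMSO wells and 100% = positive control at its reference dose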
KLF5 inh = KLF5 expression inhibitors, primary screen, DLD-1 cells, luminescence; 290,000 compounds, 0.23% hits; AID 1700, 2009; DLD-1 KLF5 promoter-luciferase reporter; inhibition, % at 5 µM;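 active = inhibition above a per-plate limit of that plate's mean compound inhibition plus 3 SD, cut at about 60% in these data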;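 note: 0% = DMSO wells and 100% = LY294002 at 200 µM; higher means less KLF5 promoter-driven luciferase light; inactives centre near -14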
HSF1 inhib = HSF1 inhibitors in luciferase reporter cells, primary screen, cell-based, NIH3T3, luminescence. NIH3T3-HGL HSE-luciferase, MG132-induced, luminescence 8 h; hits give low values. activity change, negative = inhibition, % at 7.5 µM (by protocol). 300,000 compounds, 0.77% hits;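 active = more than half of replicate wells show activity change below -50%, luminescence cut by over half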;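 note: luciferase reports HSF-1 transcriptional activity via heat shock element; 0% = median of DMSO wells and -100% = zero luminescence signal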
aSyn 5UTR inh = MLPCN primary screen, SNCA 5' untranslated region; alpha-synuclein 5'UTR reporter, inhibitor activity; 300,000 compounds, 0.82% hits; inhibition, % (tested at 7.5 µM); AID 1813, 2009; in the data active = inhibition above about 60%;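 note: H4 neuroglioblastoma cells stably carrying SNCA 5'UTR luciferase fusion; 0% = DMSO wells and 100% = positive control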
AI-2 QS modul = Vibrio harveyi AI-2 quorum sensing modulators, primary screen, JMH597 strain, luminescence/OD600 ratio; Vibrio harveyi JMH597 AI-2 luminescence/OD600 ratio, 9 h; hits give low values; strain lacks LuxN and CqsS sensors; 0 = neutral-control median; activity change, % at 7.5 µM; 300,000 compounds, 0.4% hits; in the data active = activity change below about -75%, passing the limit was not always enough;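 note: luminescence divided by OD600 gain over 9 h not by final OD600 alone; inactives centre near 13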
IEC-6 cytotox = cytotoxicity in IEC-6 intestinal epithelial cells, primary screen, cytotoxicity control for KLF5 inhibitor project, cell-based, luminescence. IEC-6 cytotoxicity, luminescence viability. inhibition, % at 5 µM. 290,000 compounds, 0.78% hits; in the data active = inhibition above about 22%;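 note: 0% = plate median of test compound wells and 100% = cytotoxic reference compound wells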
* marks the source's active call; other numbers are inactive results; nt = not tested or not shown.

SMILES	Platelet DG rel	HIF activator	HSP90 refold inh	HSF-1 act	SKKanGAS inh	KLF5 inh	HSF1 inhib	aSyn 5UTR inh	AI-2 QS modul	IEC-6 cytotox
O=C(Nc1ccccc1)O/N=C1\CCCCC1c1ccc([N+](=O)[O-])cc1[N+](=O)[O-] (configuration not stated)	-3	0.1	3	6	-4	-9	-3	5	17	8
CCOc1cc(Br)ccc1S(=O)(=O)NCc1ccccc1	-3	-0.1	3	4	-3	-6	-2	-17	-15	8
c1ccc2sc(Sc3ncnc4sccc34)nc2c1	4	0.0	-3	329*	0	-17	235	-8	18	4
CCOC(=O)/C=C/C(=O)OCC(=O)Nc1ccc([N+](=O)[O-])cc1	-9	0.0	-2	-6	-16	5	3	-18	58	-1
COc1cc2c(cc1NC(=O)Nc1ccccc1)oc1ccccc12	5	0.9	0	-3	25	-26	10	-67	10	3
N#Cc1ccc(OCC(O)CS(=O)(=O)c2ccccc2)cc1 (configuration not stated)	4	-0.5	-3	4	3	-7	6	-2	0	0
Cc1ccc(/C=N/NC(=O)CSc2nc3ccccc3n2Cc2ccc(Cl)cc2)o1	1	-0.1	-1	10	25	-5	11	15	-4	-3
O=C(C1=C[C@H](c2coc3ccccc3c2=O)C[C@H](OCCCCO)O1)N1CCOCC1	-3	0.0	5	-11	2	-18	-7	1	7	0
N#Cc1c(NC(NC(=O)c2ccco2)C(=O)c2ccccc2)sc2c1CCCC2 (configuration not stated)	-13	-1.0	3	35	15	-6	-2	-77	26	4
COC(=O)c1c(SCc2cccc3ccccc23)nc(=O)[nH]c1C	13	-0.3	3	8	3	-2	0	10	17	8
CCN(CC)S(=O)(=O)c1cccc(NC(=O)C2SC(=Nc3ccc(C)cc3C)C(C(=O)NCC3CCCO3)=C2N)c1 (configuration not stated)	-1	-0.4	1	-10	22	6	1	3	15	2
Cc1sc2nc(CN(Cc3cccs3)C(=O)NC3CCCCC3)[nH]c(=O)c2c1C	6	-0.1	3	9	25	-12	12	19	20	-4
COc1cccc2oc3ccc(C#Cc4ccccn4)cc3c(=O)c12	62*	2.9	17*	61*	18	-46	34	-71	6	21
O=C1CC(N2CCN(c3ncccn3)CC2)C(=O)N1CCc1ccccc1 (configuration not stated)	-9	-0.1	0	3	4	-24	-7	-5	11	-1
O=C(c1cccs1)N1CCN(c2cc(Cl)ccc2Cl)CC1	-10	-0.5	-1	-4	10	-46	2	-25	8	3
Cc1ccccc1-n1c(SCC(=O)O)nc2sc3c(c2c1=O)CCCC3	-4	0.2	-3	-9	-2	-40	-8	-3	6	-1
Cc1ccc(C2c3c(oc4ccccc4c3=O)C(=O)N2c2nncs2)cc1 (configuration not stated)	1	-0.2	1	6	4	-8	2	6	33	0
Cc1nc2scc(C)n2c(=O)c1S(=O)(=O)N1CCN(c2ccc(F)cc2)CC1	1	-0.1	-4	-5	0	-30	6	-16	5	-2
CC(C)(C)C1=C[C@@H](CO)C[C@@H](CO)C1	-2	-0.3	-1	6	-3	-10	-5	6	7	0
Cc1ccc(NC(=O)C2(c3ccccc3)CCOCC2)c([N+](=O)[O-])c1	-11	-0.6	1	6	-2	-6	-3	-7	-2	-2
CCCCC1C2C(=O)N(c3ccc(C)cc3)C(=O)C2ON1c1ccccc1 (configuration not stated)	-4	1.5	3	-3	-6	-27	-3	-22	37	-9
CCOC(=O)c1nn(-c2cccc(C)c2)cc1C(=O)c1ccccc1	-2	3.6	-1	32	-18	-86	23	-90	-88*	2
Cc1cc(OCC(=O)NC2CC(C)(C)NC(C)(C)C2)c(C)cc1Br	-3	-0.3	-3	-13	0	-16	-1	8	20	1
Cc1[nH]nc2c1C(c1cnn(C)c1)C(C#N)=C(N)O2 (configuration not stated)	-5	-0.1	0	-10	-2	6	-5	26	12	6
Cn1c(=O)n(C)c2cc(/C=N/NC(=S)NCc3ccccc3)ccc21	4	0.0	1	19	-12	-17	6	12	-3	1
O=C(CCC1N=C2c3ccccc3N=C(SCc3ccc(F)cc3)N2C1=O)NCc1ccco1 (configuration not stated)	-5	0.8	1	34	5	-27	31	9	19	-1
CN1CCN(S(=O)(=O)c2cccc(C(=O)Nc3nccs3)c2)CC1	14	-0.8	-3	0	-3	12	-1	15	19	-1
COc1ccccc1CNC1CCN(Cc2ccccc2)CC1	-2	-0.5	-3	-3	2	-35	0	-5	26	3
CC(C)C(NC(=O)/C=C/c1ccc(F)cc1)C(C)C	-5	-0.4	-3	-7	4	-30	0	22	11	-8
CC(=O)COc1cc2c(-c3cc4ccccc4o3)cc(=O)oc2cc1C	-2	0.6	4	-9	12	8	-6	-1	2	2

Fetched one by one from above (four):
SMILES	Platelet DG rel	HIF activator	HSP90 refold inh	HSF-1 act	SKKanGAS inh	KLF5 inh	HSF1 inhib	aSyn 5UTR inh	AI-2 QS modul	IEC-6 cytotox
CCOC(=O)c1nn(-c2cccc(C)c2)cc1C(=O)c1ccccc1	-2	3.6	-1	32	-18	-86	23	-90	-88*	2
Cc1[nH]nc2c1C(c1cnn(C)c1)C(C#N)=C(N)O2 (configuration not stated)	-5	-0.1	0	-10	-2	6	-5	26	12	6
CCOc1cc(Br)ccc1S(=O)(=O)NCc1ccccc1	-3	-0.1	3	4	-3	-6	-2	-17	-15	8
CC(C)C(NC(=O)/C=C/c1ccc(F)cc1)C(C)C	-5	-0.4	-3	-7	4	-30	0	22	11	-8

The list goes on:
SMILES	Platelet DG rel	HIF activator	HSP90 refold inh	HSF-1 act	SKKanGAS inh	KLF5 inh	HSF1 inhib	aSyn 5UTR inh	AI-2 QS modul	IEC-6 cytotox
Cc1ccc(N2C(=O)c3ccccc3C2Nc2ccccc2F)nc1 (configuration not stated)	-1	1.3	-3	-55	-8	-55	-40	-27	3	-9
CCN(CC)CCN(Cc1cc2cc3c(cc2[nH]c1=O)OCCO3)C(=S)NC	8	0.2	-2	14	-1	-24	6	-14	24	9
COc1cccc(C2SCC(=O)N2c2ccc(Br)cc2)c1OC (configuration not stated)	-1	0.4	-1	18	5	6	9	12	10	-2
CCCCN(C)C(=O)C1CCC(CNS(=O)(=O)c2ccc3c(c2)CC(C)N3C(C)=O)CC1 (configuration not stated)	5	-0.4	-3	3	-9	5	3	10	31	4
COc1ccccc1C(=O)NC(=O)CSc1nnc(C)s1	-8	-1.7	6	-16	-1	5	-1	8	12	-8
CS(=O)(=O)c1ccc(Cl)c(C(=O)O)c1	4	-0.4	5	1	-2	18	-4	7	17	5
CC1(C)CC(NC(=O)c2ccc3c(c2)OCO3)CC(C)(C)N1	-3	-0.2	-7	-1	2	-6	-8	-8	14	-1
CCn1ccnc1CN(C)Cc1cn(-c2ccccc2)nc1-c1ccc(OC)cc1F	10	-0.6	-1	-15	2	-13	-3	5	28	6
Cc1cc(C)n(CCn2nc(C)cc2C)n1	nt	nt	1	nt	nt	-25	nt	nt	13	-3
O=C(NCc1ccccc1Cl)C(=O)NCC1CCCN1S(=O)(=O)c1cccs1 (configuration not stated)	1	-0.3	nt	4	-1	nt	2	4	28	nt
COC(=O)c1ccc(C(=O)Nc2nnc(-c3cccnc3)o2)cc1	-1	0.0	3	11	7	-18	-4	-17	3	-2
C=C(C)Cn1c(-c2ccccc2)nc2ccccc21	-1	-0.2	0	6	4	-27	8	9	27	6
Cc1c(C(=O)N/N=C/c2ccccn2)nnn1-c1nonc1N	3	0.1	1	13	-2	9	1	10	6	0
c1ccc(Nc2nc(N3CCNCC3)nc(N3CCOCC3)n2)cc1	0	0.1	-1	-11	-2	12	-8	12	-1	10
CNC(=O)c1ccc(NC(=O)c2cccc(C(F)(F)F)c2)cc1	3	-0.4	-1	10	-5	17	-2	5	17	10
O=C(NC1CCCC1)C(c1ccco1)N(C(=O)c1ccco1)c1ccc(F)cc1 (configuration not stated)	-1	-0.5	-5	13	0	-8	-2	-2	1	-2
CCOC(=O)c1cnc2c(Cl)cccc2c1NCCN1CCOCC1	3	-0.2	2	3	6	-7	0	-5	17	2
Cc1ccccc1C(=O)Nc1ccc2c(C#N)c3nc4ccccc4nc3n2c1	5	-0.3	4	19	nt	-15	-11	4	19	2
S=c1[nH]nc(-c2ccc3ccccc3n2)n1-c1ccccc1Cl	-9	-0.6	2	6	-1	-11	-8	26	24	-1
CCc1ccc2oc(-c3ccc(N)cc3)nc2c1	1	-1.3	26*	5	-9	-17	-4	54	31	1
CCOc1c(Nc2cccc(Cl)c2)c(=O)c1=O	1	0.3	4	6	1	-10	10	0	8	23*
COc1ccccc1N1C(=O)c2ccc(C(=O)Nc3cccc(C(C)=O)c3)cc2C1=O	20	0.5	0	-5	5	-20	2	-3	18	-4
COC(CNC(=O)CSCc1nc(-c2ccc(SC)cc2)oc1C)OC	5	-0.1	3	2	-1	-30	-2	-9	19	0
CC1CCN(C(=O)Cn2c(=O)n(Cc3ccc4c(c3)OCO4)c(=O)c3ccccc32)CC1	5	0.0	0	21	2	10	7	-21	22	4
CCn1cc(CN2CCC(n3nccc3NC(=O)c3ccc(OC)cc3)CC2)cn1	-12	-0.3	-2	-2	-8	-24	-9	-20	19	-8
CC(C)(C)n1nc2c(c1NC(=O)COc1ccc(Cl)cc1)CSC2	3	-0.3	-5	19	17	-16	-1	-8	2	1
CSc1nc2ccccc2n1C(=O)Oc1ccccc1	-5	0.2	1	8	-1	-8	1	-12	-2	1
OCc1ccccc1N=c1ssnc1Cl	2	-0.7	1	34	-3	17	8	-13	13	-1
CC(=O)/C=C\c1cn(-c2ncc(C(F)(F)F)cc2Cl)c2ccccc12	5	0.1	-2	43	-6	11	24	15	24	5
CC(=O)c1cccc(NC(=O)C=C(C)C)c1	1	-0.3	-4	4	4	2	5	-23	14	-2
CCOc1nc(-c2ccc(Cl)cc2Cl)ccc1C#N	-7	-0.3	1	3	18	-24	1	26	-14	-7
CC(NC(=O)c1ccc(CS(=O)(=O)c2cccc(C(F)(F)F)c2)o1)c1ccc2c(c1)OCCO2 (configuration not stated)	1	-0.8	1	32	-1	-23	9	24	6	-1
CCN(CC)CCOc1ncnc2c1oc1ccccc12	-2	0.0	-4	9	-3	-1	-4	-26	19	-1
COc1ccccc1CNC(=O)C1CCN(c2ncnc3c2nc2n3CCCCC2)CC1	-9	0.4	-1	-22	3	-27	-6	1	32	5
Cc1ccc(C(=O)N(C)CC(=O)Nc2cccc(F)c2)cc1S(=O)(=O)N1CCCCC1	21	-0.3	nt	0	1	nt	1	13	-4	nt
Cc1ccc(-c2cc(C(=O)N3CCCc4ccccc43)c3ccccc3n2)cc1	11	0.5	12	22	13	-12	10	-60	6	-4
CCCCN(C)C(=O)CNC(=O)c1nn(-c2ccc(OC)cc2OC)c(=O)c2ccccc12	1	0.2	3	-18	0	-19	0	2	4	6
O=C(Cn1c(=O)c2sccc2n(Cc2ccc([N+](=O)[O-])cc2)c1=O)NCCc1ccccc1	-16	-0.5	2	12	-6	-6	13	31	17	3
